D3 ag: agonists of human D3 dopamine receptor; P35462; D3R DiscoveRx beta-arrestin cells, luminescence, 90 min; max activation, %; actives 0.58% (n = 410,000); AID 652048; in the data active = max activation above about 30%; note: 0% is about no effect; mostly tested at two doses, the higher about 12 µM
Target sequence (P35462 whole entry, looked up): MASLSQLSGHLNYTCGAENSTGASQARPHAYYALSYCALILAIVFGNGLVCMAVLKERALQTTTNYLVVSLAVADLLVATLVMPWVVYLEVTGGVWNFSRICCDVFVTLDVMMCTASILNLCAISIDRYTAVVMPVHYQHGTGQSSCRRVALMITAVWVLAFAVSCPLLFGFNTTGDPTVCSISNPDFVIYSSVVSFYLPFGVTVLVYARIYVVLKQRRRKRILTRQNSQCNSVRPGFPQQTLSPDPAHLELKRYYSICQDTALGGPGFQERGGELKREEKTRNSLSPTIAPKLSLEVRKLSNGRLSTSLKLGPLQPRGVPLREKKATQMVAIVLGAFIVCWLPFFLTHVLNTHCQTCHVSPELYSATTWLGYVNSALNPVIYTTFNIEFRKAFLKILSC
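Cells at 1500/well, incubated overnight, then treated with pinned compounds (dopamine as control) for 90 min at 37 degrees C. DiscoveRx reagent added for 30 - 60 minutes at room temperature; luminescence read.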
TDP-43 yeast inh: TDP-43 toxicity inhibition in yeast. TDP-43 expressing yeast growth rescue, BacTiter-Glo, 24 h. actives 1.8% (n = 410,000). Potency, µM (titrated, usually from 46.1 µM), for the others: at the top dose growth rescue (activation), hits mostly activators; note: potency is the fitted concentration of half-maximal effect; % of control where 0% means no effect; nearly all actives have a fitted effect of over 50% in size
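In this qHTS, compounds that restore growth of yeast expressing TDP-43 appear as activators. Cells (OD600=0.02, galactose medium, raffinose-pregrown) are incubated with compound 24 hr at 30 deg C and growth is quantified by BacTiter-Glo.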
GLP1R cytotox: cytotoxic in the GLP-1 receptor inverse agonist counter-screen; HEK293 cAMP-luciferase reporter cells, luminescence, 24 h; Potency, µM (top dose mostly 38.3 µM), inactives show top-dose activity change, negative = inhibition, actives largely listed as inhibitors; actives 0.13% (n = 410,000); AID 624418;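 note: loss of luciferase light is scored as toxicity; potency is the fitted concentration of half-maximal effect; % is set by controls: 0 for no effect and ±100 for the full control effect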
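Quantitative HTS format, 1536 wells, 200 cells/uL seeded. Compounds: 23 nL, 24 h, 37 °C. Detection: luciferase reagent, luminescence at 12 min RT; decreased signal taken as cytotoxic.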
DRD3 antagonist: D3 dopamine receptor (human) antagonism. P35462. D3R cells, DiscoveRx beta-arrestin luminescence, antagonist mode; active compounds read low. max response, negative = inhibition, %. actives 2.5% (n = 360,000). AID 652054; in the data active = max response below about -50%; inconclusive = no clear call, values can overlap the other calls; note: % is set by controls: 0 for no effect and ±100 for the full control effect; mostly tested at two doses, the higher about 12 µM
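Cells plated overnight at 1500 cells/well, then exposed to library compounds with dopamine controls for 90 minutes at 37 degrees C. DiscoveRx reagent added for 30–60 minutes at room temperature; luminescence read, quantitative HTS format.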
GLP-1R agonist: agonists of human GLP-1 receptor. P43220. HEK293 GLP-1R CRE-luciferase, luminescence, 4-6 h; cells express a hypersensitive GLP-1R form. Potency, µM (highest dose often 45.6 µM), for inactives: at the top dose activation, most hits filed as activators. actives 0.007% (n = 380,000); note: potency is the fitted concentration of half-maximal effect; % of control where 0% means no effect
Target sequence (P43220 whole entry, looked up): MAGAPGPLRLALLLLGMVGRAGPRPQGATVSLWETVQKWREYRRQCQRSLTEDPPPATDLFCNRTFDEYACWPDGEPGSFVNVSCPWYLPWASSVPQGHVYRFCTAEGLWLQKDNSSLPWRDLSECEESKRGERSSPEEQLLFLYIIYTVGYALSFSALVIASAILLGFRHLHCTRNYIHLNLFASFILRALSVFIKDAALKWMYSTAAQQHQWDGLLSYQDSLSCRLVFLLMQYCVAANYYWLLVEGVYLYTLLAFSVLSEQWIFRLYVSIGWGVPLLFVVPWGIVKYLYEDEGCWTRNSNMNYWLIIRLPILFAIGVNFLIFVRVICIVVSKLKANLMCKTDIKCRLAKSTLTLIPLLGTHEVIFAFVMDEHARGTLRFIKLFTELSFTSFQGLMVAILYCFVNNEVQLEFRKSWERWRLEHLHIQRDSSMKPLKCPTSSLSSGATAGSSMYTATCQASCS
PTHR1 agonist: PTHR1 (human) receptor agonism. HEK293 GP2 PTHR1 cells, GloSensor cAMP luminescence, 1 h. Q03431. Potency, µM (top dose mostly 115 µM), inactives show at the top dose activation, hits mostly activators. AID 743266. actives 0.075% (n = 410,000); note: potency is the fitted concentration of half-maximal effect; nearly all actives have a fitted effect of over 55% in size; some results filed as inactive show a strong effect at the top dose; inactives centre near -15; many of its hits are not listed in these tables
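HEK-293-derived GP2 cells expressing PTHR1 and a GloSensor cAMP reporter, 3,000/well, plated overnight, given luciferin plus IBMX (each 0.5 mM as added) for 1 h at 37 °C, then compound for 1 h at 37 °C. Luminescence was read after 15 min at room temperature.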
KB-V1 MDR tox: KB-V1 MDR subline cytotoxicity; Potency, µM (doses to about 46.1 µM), for the others: at the highest dose activity change, negative = cytotoxicity, hits mostly cytotoxic; actives 3.4% (n = 400,000); AID 1347076; KB-V1 MDR cells viability, CellTiter-Glo, 72 h; note: potency is the fitted concentration of half-maximal effect; % is set by controls: 0 for no effect and ±100 for the full control effect; nearly all actives have a fitted effect of over 60% in size
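KB-V1 MDR subline cells in DMEM (phenol-red free, 10% FBS) exposed to compounds in qHTS concentration series for 72 h at 37 degrees C. Viability read by CellTiter-Glo luminescence; concentration-effect curves fitted after normalization and correction.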
aSyn rescue: inhibitors of alpha-synuclein toxicity in yeast; Potency, µM (titrated, usually from 46.1 µM), for inactives: at the top dose growth rescue (activation), actives largely listed as activators; actives 0.14% (n = 370,000); Yeast expressing alpha-synuclein, growth rescue, BacTiter-Glo, 24 h; note: potency is the fitted concentration of half-maximal effect; % of control where 0% means no effect; nearly all actives have a fitted effect of over 65% in size
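Rescue of yeast growth: cells expressing toxic alpha-synuclein, induced in galactose at OD600 0.02, incubated with compound 24 h at 30 C. ATP luminescence quantified growth; inhibitors of toxicity appear as activators.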
GLP-1R inv ag: inverse agonists of human GLP-1 receptor; HEK293 GLP-1R CRE-luciferase, luminescence, 24 h; GLP-1R form is constitutively active; actives 1.6% (n = 410,000); Potency, µM (doses to about 38.3 µM), for the others: at the highest dose activity change, negative = inhibition, usual class: inhibitors; AID 624417; P43220; note: potency is the fitted concentration of half-maximal effect; % is set by controls: 0 for no effect and ±100 for the full control effect; nearly all actives have a fitted effect of over 55% in size
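Inverse agonists were sought by their lowering of basal cAMP reporter luciferase output in HEK293 cells stably carrying constitutively active human GLP-1R, after 24 h compound treatment.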
* hit, by the source's call; i = inactive; ? = inconclusive; nt = no result given; & = joins results of further samples; [ ] = remark or other dose. Unless noted, calls come from the whole dose curve; as a rule, active = well fitted curve in the direction sought with a large enough effect; inconclusive = small, poorly fitted or top-dose-only effect, or another doubt; inactive = no such curve, though single readings can be large; an effect the other way counts as inactive or inconclusive.

SMILES	D3 ag	TDP-43 yeast inh	GLP1R cytotox	DRD3 antagonist	GLP-1R agonist	PTHR1 agonist	KB-V1 MDR tox	aSyn rescue	GLP-1R inv ag
CCOC(=O)c1c(C)[nH]c(C)c1S(=O)(=O)NCc1ccc(OCC)cc1	3.8	5.7%	17.5%	-12.0	4.2%	i	-7.6%	3.1%	-4.1%
CCc1sc2nc(SCC(=O)Nc3cc(C)on3)n(-c3cccc(OC)c3)c(=O)c2c1C	-12.0	2.3%	-9.3%	-10.4	9.2%	11.7%	1.64µM*	-0.4%	0.0%
COc1ccccc1NC(=O)C1CC(C(C)C)OC1=O (stereo unspecified)	14.6	-6.5%	-3.0%	-19.1	1.3%	-13.4%	-1.8%	0.4%	3.6%
CCC(=O)Oc1ccc(-c2nc(-c3cccnc3)no2)cc1	0.9	-29.6%	7.1%	-8.6	-2.9%	-19.9%[57.5 µM]	?	-21.1%	0.0%
CCOC(=O)c1cc2c(c(CCO)n1)[C@@H](CCO)N(S(=O)(=O)C(C)(C)C)C2	0.8	7.6%	-2.9%	15.5	1.4%	-5.8%	0.0%	1.4%	12.1%
CC1CCc2c(sc(NC(=O)CCCOc3ccccc3)c2C(N)=O)C1 (stereo unspecified)	8.1	?	-3.5%	nt	-2.4%	i	-17.5%	2.0%	12.9%
COc1ccc(N2CCN(C(=O)Cc3coc4cc(C)ccc34)CC2)cc1	4.9	?	-4.0%	-1.5	12.7%	-13.1%	?	5.8%	?
C/C(=N\NC(=O)C1(C)CC1(Br)Br)c1cccc(NC(=O)c2ccc(C)o2)c1 (stereo unspecified)	36.6*	11.6%	?	77.4	-20.7%	-42.5%[inhibitor]	?	-6.6%	?
CC(=O)N1CCc2cc(Br)cc(S(=O)(=O)N3CCC(C(=O)Nc4cccc(C)c4C)CC3)c21	8.5	0.0%	1.4%	nt	nt	i	7.3%	nt	15.5%
CC(C)(C)NCC(O)COc1cccc2[nH]c(=O)[nH]c12 (stereo unspecified)	19.0	28.0%	0.4%	0.0	17.5%	-38.4%[inhibitor]	16.9%	0.5%&-0.6%	8.8%
CCC(Sc1nc(C)cc(C)n1)C(=O)Nc1ccc(S(N)(=O)=O)cc1 (stereo unspecified)	2.4	-2.3%	2.0%	-0.9	8.5%	i	-0.7%	-4.0%	21.3%
CCCn1c(SCC(=O)NC(=O)NC(C)(C)C)n[nH]c1=O	4.6	-4.8%	5.6%	9.9	-6.0%	i	3.0%	-7.4%	-1.2%
CCc1ccc(C2CC(=O)NC(NC(=O)c3ccc(C(C)(C)C)cc3)=N2)cc1 (stereo unspecified)	2.1	0.0%	-18.0%	nt	nt	-28.7%	0.8%	nt	1.6%
COc1ccc(COC(=O)c2ccc(Cl)c(S(=O)(=O)N3CC(C)OC(C)C3)c2)cc1 (stereo unspecified)	5.4	?	5.0%	14.8	3.9%	-31.7%[inhibitor]	-24.8%	-0.7%	8.91µM*
CC(=O)N/C(=C\c1ccccc1)C(=O)OCC(=O)NC(C)C12CC3CC(CC(C3)C1)C2 (stereo unspecified)	-3.2	25.8%	-14.8%	7.0	0.9%	i	2.6%	9.0%	-18.7%
CC(=O)c1ccc(Nc2cc(C)nc3c(C)cccc23)cc1	-0.9	-2.5%	?	-6.6	12.9%	i	2.91µM*	-3.1%	?
CC(C)N(C(=O)CSc1nc2ccccc2c(=O)[nH]1)C(C)C	7.5	4.9%[9.22 µM]	-6.0%	1.4	5.3%	i	?	-4.9%	1.7%
Clc1ccsc1-c1csc(-c2cccnc2)n1	-3.4	27.6%	?	-7.3	15.2%	i	?	7.2%	17.6%
O=C(CCn1c(=S)[nH]c2ccccc2c1=O)N1CCOCC1	0.0	23.4%	7.7%	6.9	-3.6%	-13.0%	12.0%	-0.4%	5.1%
COCOCCn1cc(CN2CCS(=O)(=O)N(Cc3ccc(-c4cccc(CO)c4)cc3)C(C)C2=O)nn1 (stereo unspecified)	3.4	9.4%	-5.8%	9.1	-5.4%	-30.7%[inhibitor]	-4.4%	0.3%	5.3%
Cc1cc(C(=O)CCC(=O)Nc2ccc(C(N)=O)cc2)c(C)s1	-0.7	4.4%	-4.0%	-15.2	3.9%	i	9.8%	-7.2%	1.4%
O=C(Nc1cccc(-c2nc3cccnc3s2)c1)c1cccnc1Cl	7.1	?	-16.6%	7.5	18.8%	-62.9%	?	2.8%	35.0%[activator]
CCn1c(NCc2ccco2)nc2ccccc21	0.4	9.1%[9.22 µM]	7.2%	-10.2	1.2%	i	-14.9%	-1.4%	19.6%
NNC(=O)c1cccc(Cn2cc(Br)c([N+](=O)[O-])n2)c1	-3.4	22.4%	-3.4%	1.1	2.9%	-15.0%	12.9%	1.7%	-7.3%
CCOC(=O)c1c(O)c2ccccc2oc1=O	17.6	-25.6%	-7.8%	4.1	3.4%	9.2%	?	2.8%	-9.3%

Next compounds:
SMILES	D3 ag	TDP-43 yeast inh	GLP1R cytotox	DRD3 antagonist	GLP-1R agonist	PTHR1 agonist	KB-V1 MDR tox	aSyn rescue	GLP-1R inv ag
Cc1ccc(CNc2ccc(-c3nc(-c4ccncc4)no3)cc2[N+](=O)[O-])cc1	-18.8	-19.9%	9.2%	nt	nt	14.7%	14.1%	nt	19.4%
COc1ccc(-c2ccc(C#N)c(SCC(=O)OCc3ccccc3)n2)cc1OC	6.2	3.2%	41.4%[activator]	11.6	12.6%	-48.2%[inhibitor][57.5 µM]	-8.9%	7.6%	14.7%
CCOC(=O)N1CCN(C(=O)C(=O)c2cn(CC(=O)N3CCCCCC3)c3ccccc23)CC1	2.1	-12.9%	5.0%	-6.1	0.1%	-8.8%	-18.4%	-2.6%	16.0%
O=C(NCC1CC1(Cl)Cl)Nc1ccc(Cl)c(Cl)c1 (stereo unspecified)	-4.4	-92.4%[inhibitor]	-22.8%	3.4	10.3%	-19.7%	?	-45.6%[inhibitor]	?
CCOc1ccccc1CNC(=O)CN1C(=O)c2cccnc2Oc2ccc(C)cc21	-8.9	4.8%	-16.1%	nt	nt	10.3%	-13.9%	nt	?
CC1CC(=O)Nc2ccccc2S1(=O)=O (stereo unspecified)	5.9	-21.6%	-6.7%	-2.7	-4.2%	i	-19.7%	-8.4%	-3.2%
CCOC(=O)Cn1cc(/C=N/NC(=O)c2cc3ccccc3o2)c2ccccc21	-27.7	-15.1%	11.9%	-6.2	4.8%	-10.6%	-4.4%	-1.1%	?
COc1ccc2[nH]c(=O)c(CN(Cc3ccccc3)C(=S)NCC3CCCO3)cc2c1 (stereo unspecified)	2.8	23.8%	-14.7%	16.2	-1.3%	-19.3%	1.5%	0.7%	9.6%
CCCCOc1ccc(C(=O)NCC(=O)N2CC=C(c3ccccc3)CC2)cc1	7.5	4.6%	-16.5%	-1.5	1.5%	i	-2.4%	-7.4%	?
CCOC(=O)c1c(C)[nH]c(C(=O)CC(=O)OC)c1C	-6.3	-2.8%	4.2%	-2.6	10.3%	i	-12.8%	-1.4%	27.0%
O=C(N/N=C/c1ccc(F)cc1)c1ccc(Br)cc1	-40.5	-5.7%	-22.0%	-13.2	8.3%	-6.9%[57.5 µM]	9.3%	-0.8%	0.0%
CC(=O)Oc1ccc(C(=O)[C@H]2[C@H]3C(=O)N(c4ccc(C)cc4C)C(=O)[C@H]3[C@@H]3C=CC=NN32)cc1	3.0	3.1%	19.9%	-2.2	5.3%	0.0%	-2.5%	-1.4%	15.4%
C=CCN(CC=C)C(=O)C(=O)c1ccn(-c2c(C)csc2C(=O)OC)c1	-4.7	5.1%	4.3%	-18.8	2.7%	i	-4.9%	3.0%	14.5%
CN(NC(=O)COc1ccccc1)c1ccccc1	4.2	15.8%	3.6%	-0.4	0.2%	i	-13.4%	4.1%	2.2%
CCOC(=O)C1=CN(Cc2ccco2)S(=O)(=O)N(C)C1c1cccc(OC)c1 (stereo unspecified)	-14.6	8.7%	-10.2%	-22.9	2.9%	-1.1%	-7.0%	-5.3%	-9.0%
CCOC(=O)/C(=C/c1c(C)n(C)c2ccc([N+](=O)[O-])cc12)C(C)=O	-9.0	2.4%	-14.9%	-53.8*	-3.5%	-37.1%[inhibitor]	?	2.4%	?
Nc1[nH]ncc1N=Nc1ccc(Cl)cc1	-0.3	17.8µM*	-30.2%	-22.7	-0.2%	-45.2%[inhibitor]	2.6%	14.5%	-0.1%
CCc1cc(C(=O)N2CCCC(CCC(=O)N3CCN(c4ccccn4)CC3)C2)no1 (stereo unspecified)	-7.2	-9.1%	-2.9%	-5.8	13.1%	-31.4%[inhibitor]	?	-2.9%	0.5%
Cc1ccc2oc(=O)n(CCNC(=O)Nc3ccc(Cl)cc3)c2c1	-10.8	19.0%	3.9%	nt	nt	i	-0.1%	nt	?
Cc1ccccc1C(=O)Nc1ccccc1C(=O)N/N=C\c1ccco1	-2.7	-5.4%	-11.9%	17.1	-6.7%	-14.6%[57.5 µM]	8.3%	-9.9%	6.8%
O=C(Cn1c(=O)nc(-c2ccccc2)c2cc(Cl)ccc21)NCc1ccc(Cl)cc1	3.1	17.4%	1.8%	nt	-0.2%	-4.9%	15.8%	nt	-8.1%

Profiles, quoted from the list. Order of values: D3 ag, TDP-43 yeast inh, GLP1R cytotox, DRD3 antagonist, GLP-1R agonist, PTHR1 agonist, KB-V1 MDR tox, aSyn rescue, GLP-1R inv ag
`CCOC(=O)Cn1cc(/C=N/NC(=O)c2cc3ccccc3o2)c2ccccc21` as listed: -27.7, -15.1%, 11.9%, -6.2, 4.8%, -10.6%, -4.4%, -1.1%, ?
`Cc1ccccc1C(=O)Nc1ccccc1C(=O)N/N=C\c1ccco1` as listed: -2.7, -5.4%, -11.9%, 17.1, -6.7%, -14.6%[57.5 µM], 8.3%, -9.9%, 6.8%
`COc1ccc2[nH]c(=O)c(CN(Cc3ccccc3)C(=S)NCC3CCCO3)cc2c1` (stereo unspecified) as listed: 2.8, 23.8%, -14.7%, 16.2, -1.3%, -19.3%, 1.5%, 0.7%, 9.6%

Not all compounds are listed; count on the stated rates, not on these rows.
